# Screens from PubChem.
# NCI-60 one-dose screen, 48 h, at 10 µM unless noted. Numbers give growth in % (100 = growth as untreated, 0 = no growth, -100 = all killed).
# SW-620: SW-620 colon cancer | hit rate 5.2% among 82,000
# HCT-15: HCT-15 colon cancer | hit rate 5.2% among 82,000
# TK-10: TK-10 renal cancer cells | hit rate 3.9% among 81,000 | AID 1794769
# SN12C: SN12C renal cancer cells. hit rate 3.8% among 81,000. AID 1794767
# HCC-2998: HCC-2998 colon cancer | AID 1794799 | hit rate 4.7% among 79,000
# HCT-116: HCT-116 colon cancer | hit rate 7.3% among 82,000 | AID 1794798
# UO-31: UO-31 renal cancer | hit rate 5.2% among 81,000 | AID 1794768
# HT29: HT29 colon cancer; hit rate 7.4% among 81,000
# 786-0: 786-0 renal cancer cells. hit rate 5.1% among 81,000
# The depositor's hits bear a star; x = not tested or not shown; & = joins results of further samples. The calls were made as follows: active = growth percent below 10; inactive = the rest.
(1) NC(=O)C1(C(=O)O)OC1(c1ccc(Cl)cc1)c1ccccc1Cl (stereo not given)
(2) CC1C(=O)NC2=Nc3ccccc3C(=O)NN21 (stereo not given)
(3) Cc1nn(-c2ccccc2)c2ncnc(Nc3ccc(OCc4c(-c5ccccc5)no[n+]4[O-])cc3)c12
(4) COc1ccc(NC(=O)CSc2nnc(-c3ccc(-c4nc5ccccc5[nH]4)cc3)o2)cc1
(5) N/C(=N\C(N)=N\c1nc2ccccc2s1)c1ccccc1F
(6) COc1ccc([C@H]2[C@H](O)C(=O)N2c2cc(OC)c(OC)c(OC)c2)cc1
screen / no.	1	2	3	4	5	6
SW-620	108	98	107	11	99	20
HCT-15	114	108	92	18	94	9.2*
TK-10	109	x	110	97	163	70
SN12C	98	100	88	31	93	20
HCC-2998	116	100	106	93	100	16
HCT-116	106	90	82	2.4*	95	0.5*
UO-31	72	64	77	98	81	32
HT29	105	103	93	18	105	-2.3*
786-0	109	98	107	-34*	103	20

(7) C/C(=N\N=C1\SCC(=O)N1c1ccc(Br)cc1)c1cc2ccccc2oc1=O
(8) CCN(CC)CCNc1ccc(N=Nc2cnc3ccccc3c2)c2ccccc12
(9) CCOC(=O)C(CCC(=O)c1ccccc1)(NC(C)=O)C(=O)OCC
(10) NS(=O)(=O)c1ccc(Nc2nc(Nc3ccccc3)nc(-n3nc(-c4ccccc4)cc3-c3ccccc3)n2)cc1
(11) COc1cc(/C=N/NC(=O)c2ccc(C(F)(F)F)nc2Nc2ccc(Cl)cc2C)ccc1O
(12) NC(CO)Cc1cnc[nH]1 (stereo not given)
screen / no.	7	8	9	10	11	12
SW-620	109	-84*	104	38	26	105
HCT-15	100	-67*	100	18	28	50
TK-10	113	-79*	108	108	50	110
SN12C	105	-89*	103	41	69	103
HCC-2998	119	-95*	105	43	43	103
HCT-116	112	-95*	96	10	11	96
UO-31	96	-94*	80	29	0.3*	103
HT29	107	-90*	102	4.5*	45	107
786-0	102	-88*	95	20	4.7*	92

(13) N#CC1=C(N)n2nc(-c3ccccc3)nc2NC1c1ccc(Cl)cc1 (stereo not given)
(14) O=C(CSc1nc2ccccc2c(=O)n1-c1ccccc1)Nc1ccc(S(=O)(=O)Nc2ccc(Cl)nn2)cc1
(15) Cc1cccc(C2(O)CCCCC2)c1
(16) Nc1cc(S(=O)(=O)O)cc2cc(S(=O)(=O)O)c(N=Nc3ccc([N+](=O)[O-])cc3)c(O)c12
(17) CCCCn1c(=O)c(/C=C/c2cc(/C=C/c3cc4cc(Cl)ccc4n(CCCC)c3=O)[nH]n2)cc2cc(Cl)ccc21
(18) CC(=O)Nc1ccc2nc3ccc(NC(C)=O)cc3[n+](-c3ccccc3)c2c1
screen / no.	13	14	15	16	17	18
SW-620	107	92	92	102	102	116
HCT-15	94	99	108	94	109	104
TK-10	104	108	90	94	105	140
SN12C	96	103	100	98	104	104
HCC-2998	111	97	110	103	118	108
HCT-116	87	93	106	101	109	96
UO-31	99	79	92	83	76	93
HT29	93	107	101	97	105	115
786-0	104	100	103	101	113	102

(19) O=C(CC(=O)OCc1ccccc1)OCc1ccccc1
(20) Fc1ccc(-c2cc(-c3ccco3)nc(OCCn3cncn3)n2)cc1
(21) COc1ccc(/C=C2\CCCC3=C2N=C2SC=NN2C3c2ccc(OC)c(OC)c2)cc1OC (stereo not given)
(22) COc1ccc2c(c1)CCC1=C2NC(=S)NC1c1cc(I)c(O)c(OC)c1 (stereo not given)
(23) CCn1cc(C2=C(c3cn(C)c4ncccc34)C(=O)NC2=O)c2cccnc21
(24) Cc1cnc2c(=O)n(C)c(=O)n(C)c2n1
screen / no.	19	20	21	22	23	24
SW-620	101	104	30	75	92	96
HCT-15	91	104	34	42	68	107
TK-10	101	114	61	100	69	104
SN12C	95	105	41	66	68	101
HCC-2998	107	105	57	95	91	109
HCT-116	111	94	8.9*	63	71	109
UO-31	81	86	40	50	50	96
HT29	96	101	14	95	72	109
786-0	113	99	70	91	51	113

# Exported as labelled records: 4 of the compounds above.
22. COc1ccc2c(c1)CCC1=C2NC(=S)NC1c1cc(I)c(O)c(OC)c1 (stereo not given)
  SW-620: 75
  HCT-15: 42
  TK-10: 100
  SN12C: 66
  HCC-2998: 95
  HCT-116: 63
  UO-31: 50
  HT29: 95
  786-0: 91

23. CCn1cc(C2=C(c3cn(C)c4ncccc34)C(=O)NC2=O)c2cccnc21
  SW-620: 92
  HCT-15: 68
  TK-10: 69
  SN12C: 68
  HCC-2998: 91
  HCT-116: 71
  UO-31: 50
  HT29: 72
  786-0: 51

19. O=C(CC(=O)OCc1ccccc1)OCc1ccccc1
  SW-620: 101
  HCT-15: 91
  TK-10: 101
  SN12C: 95
  HCC-2998: 107
  HCT-116: 111
  UO-31: 81
  HT29: 96
  786-0: 113

20. Fc1ccc(-c2cc(-c3ccco3)nc(OCCn3cncn3)n2)cc1
  SW-620: 104
  HCT-15: 104
  TK-10: 114
  SN12C: 105
  HCC-2998: 105
  HCT-116: 94
  UO-31: 86
  HT29: 101
  786-0: 99

# Other records
(25) NC(=S)N1NC(=O)C(N=Nc2ccc(S(=O)(=O)N=C(N)N)cc2)C1=O (stereo not given)
(26) COC(=O)c1ccccc1[N+](=O)[O-]
(27) Nc1ccc(-n2nc3c(c2-c2ccccc2)-c2oncc2CC3)cc1
(28) O=C(CCc1nc2c(=O)[nH]c(=S)[nH]c2[nH]c1=O)NC(Cc1ccccc1)C(=O)O (stereo not given)
(29) CCOC(=O)c1cn(CC)c2cc(N(C)CCc3ccc(OC)c(OC)c3)c(F)cc2c1=O
(30) CCOc1ccc(C(=O)O)c(O)c1
screen / no.	25	26	27	28	29	30
SW-620	102	104	90	101	102	108
HCT-15	105	109	76	95	97	109
TK-10	94	86	106	106	80	97
SN12C	98	99	100	98	103	100
HCC-2998	116	102	97	101	99	101
HCT-116	113	100	90	101	80	103
UO-31	94	91	80	85	101	87
HT29	101	98	98	111	91	104
786-0	99	101	82	98	87	112

(31) C=C(C=O)[C@@H]1CC=C(C=O)CC1
(32) CC(C)(C)c1ccc(C(=O)Nc2ccc(S(N)(=O)=O)cc2)cc1
(33) COc1cc(-c2noc([C@@H](C)NS(=O)(=O)c3ccc(C)cc3)n2)cc(OC)c1OC
(34) S=c1n(CN2CCCCC2)nc(-c2cc(Cl)cc(Cl)c2Cl)n1/N=C/c1ccc(Cl)cc1
(35) CN1C(=O)CNC(=O)[C@H](NC(=O)c2nc3ccccc3cc2O)CSSC[C@H]1C(=O)NCCc1nc2ccccc2cc1O
(36) SCCCCCCS
screen / no.	31	32	33	34	35	36
SW-620	-26*	99	100	108	34	106
HCT-15	-12*	87	103	114	100	103
TK-10	-42*	140	110	112	68	98
SN12C	-14*	111	95	92	69	96
HCC-2998	-30*	101	104	92	68	119
HCT-116	5.9*	92	100	88	80	103
UO-31	-42*	107	89	77	57	90
HT29	13	65	104	115	18	108
786-0	-19*	93	100	88	112	101

(37) O=c1[nH]c(NCc2ccccn2)nc2sc3c(c12)CCCC3
(38) C#CCn1cc(C(=O)c2ccccc2O)cc(-c2ccccc2)c1=O
(39) COc1ccc(-c2ccccc2)cc1C(=O)c1ccc(-c2ccccc2)cc1
(40) S=c1sc2ccccc2n1CCNc1ccccc1
(41) COc1ccc(Nc2nc3cccnc3nc2C)cc1
(42) OC[C@H]1O[C@@H](O[C@@H]2[C@@H](CO)O[C@](O)(CO)[C@H]2O)[C@H](O)[C@@H](O)[C@H]1O
screen / no.	37	38	39	40	41	42
SW-620	99	102	52	113	100	117
HCT-15	95	97	63	105	100	105
TK-10	92	88	88	113	111	107
SN12C	93	97	97	91	86	99
HCC-2998	98	115	75	96	105	103
HCT-116	97	91	61	100	95	106
UO-31	99	71	61	68	59	109
HT29	75	108	42	113	118	106
786-0	98	91	77	101	101	114

(43) CC(=O)OC1CCC(OC(C)=O)CC1 (stereo not given)
(44) Cc1ccc2nc(NC(=O)CSc3nc(-c4ccncc4)c(C#N)c(=O)[nH]3)sc2c1
(45) O=[N+]([O-])c1ccccc1I
(46) COc1ccc2oc(=O)cc(-c3cc(-c4cc5ccccc5oc4=O)nc(N)c3C#N)c2c1
(47) O=C(/C=C/c1c(-c2ccc(F)cc2)nc2sccn12)c1ccc(F)cc1
(48) COCCCNC(=O)NS(=O)(=O)c1ccc(C)cc1
screen / no.	43	44	45	46	47	48
SW-620	109	99	117	101	92	103
HCT-15	104	104	105	107	93	100
TK-10	149	125	89	118	99	117
SN12C	113	93	101	101	97	106
HCC-2998	109	100	106	104	106	123
HCT-116	104	97	108	96	67	114
UO-31	92	69	84	71	74	96
HT29	129	103	96	105	92	110
786-0	109	101	110	104	100	104

# Full records, quoted from the list. Screens in order: SW-620, HCT-15, TK-10, SN12C, HCC-2998, HCT-116, UO-31, HT29, 786-0
# `Cc1cccc(C2(O)CCCCC2)c1` is listed with 92, 108, 90, 100, 110, 106, 92, 101, 103
# `C/C(=N\N=C1\SCC(=O)N1c1ccc(Br)cc1)c1cc2ccccc2oc1=O` is listed with 109, 100, 113, 105, 119, 112, 96, 107, 102

# The list goes on:
(49) CN(C)c1ccc(C=O)cc1
(50) CCCCOc1c(N)cc(Cl)cc1C(=O)OCCN(CC)CC
(51) CC(=O)Nc1ccccc1OC(C)=O
(52) O=S(=O)(Nc1ccc(F)c(Cl)c1)c1ccc(-c2cnc(C3CC3)o2)cc1
(53) COc1cc2c3c(n(CCCNC4CCC4)c(=O)c2cc1OC)-c1cc2c(cc1C3=O)OCO2
(54) CCCC(C)(O)C(C)CC (stereo not given)
screen / no.	49	50	51	52	53	54
SW-620	105	99	101	17	-15*	107
HCT-15	99	111	107	22	-53*	105
TK-10	96	94	120	44	99	82
SN12C	104	97	104	50	-49*	111
HCC-2998	112	109	135	32	-89*	112
HCT-116	96	80	100	20	-48*	103
UO-31	89	82	110	42	-71*	88
HT29	107	75	110	-3.2*	-64*	102
786-0	99	93	103	43	-85*	107

(55) Cc1cccc(/C=N/NC(=O)Nc2[nH]c3ccc(S(N)(=O)=O)cc3c2-c2ccccc2)c1
(56) COc1ccc(OC)c(NCC(O)c2ccccc2)c1 (stereo not given)
(57) COc1ccc(/C=C2\COc3ccc(O)cc3C2=O)c(OC)c1
(58) O=C(CN1CCCCC1)NNc1ncnc2ccccc12
(59) Oc1[nH]c2ccccc2c1/C=c1/ccc2c(c1)N=C(c1ccc(C(F)(F)F)cc1)N=2
(60) CN1C(=O)c2c3c(cc4cccc1c24)C(C)(C)NC3=O
screen / no.	55	56	57	58	59	60
SW-620	106	103	55	106	64	93
HCT-15	115	101	34	103	44	101
TK-10	114	114	92	x	75	83
SN12C	92	102	53	98	64	99
HCC-2998	108	110	89	112	61	99
HCT-116	97	110	62	103	39	90
UO-31	67	93	75	84	73	83
HT29	104	97	38	110	38	88
786-0	96	104	91	100	6.1*	92

(61) CC[N+](CC)(CC)CCOc1cccc(OCC[N+](CC)(CC)CC)c1OCC[N+](CC)(CC)CC
(62) O=C(Nc1cccc(Cl)c1)Oc1c(Br)c(Br)c(Br)c(Br)c1Br
(63) COc1ccc2nc3c(cc2c1)C(=O)CC(c1ccccc1)C3 (stereo not given)
(64) Cc1ccc(C(C)C)c(OC(=O)Nc2cc(Cl)ccc2Cl)c1
(65) CCCCCCN(CCCCCC)CC(O)c1cccc2ccc(Cl)cc12 (stereo not given)
(66) Nc1n[nH]c(CCCO)c1-c1nc2ccccc2c(=O)[nH]1
screen / no.	61	62	63	64	65	66
SW-620	108&113	102	18	101	36	104
HCT-15	101&111	98	25	110	53	102
TK-10	99	100	64	110	79	94
SN12C	105&96	93	41	104	73	105
HCC-2998	105	95	91	109	13	133
HCT-116	104&100	80	11	110	17	103
UO-31	79&79	75	34	81	48	103
HT29	100&105	92	10.0*	87	16	100
786-0	100&111	94	53	111	53	103

# Among those listed so far, 2 contain a CF3 group:
(11) COc1cc(/C=N/NC(=O)c2ccc(C(F)(F)F)nc2Nc2ccc(Cl)cc2C)ccc1O
(59) Oc1[nH]c2ccccc2c1/C=c1/ccc2c(c1)N=C(c1ccc(C(F)(F)F)cc1)N=2
screen / no.	11	59
SW-620	26	64
HCT-15	28	44
TK-10	50	75
SN12C	69	64
HCC-2998	43	61
HCT-116	11	39
UO-31	0.3*	73
HT29	45	38
786-0	4.7*	6.1*

# Next part:
(67) O=c1cc(CO)[nH]nc1CO
(68) CCOC(=O)C(C#N)=C(C(C)CC)C(C)CC (stereo not given)
(69) Nc1nc(Cl)cc(=O)n1Cc1ccccc1
(70) CCOC(=O)c1nn(C)c(=S)[nH]c1=O
(71) Fc1cc(C2=NNC(c3ccc[nH]3)C2)ccc1-n1ccc(C(F)(F)F)n1 (stereo not given)
screen / no.	67	68	69	70	71
SW-620	100	103	105	109	99
HCT-15	107	102	98	102	94
TK-10	97	104	93	103	117
SN12C	105	103	91	105	86
HCC-2998	103	107	89	105	104
HCT-116	107	100	95	105	99
UO-31	94	89	83	87	52
HT29	105	97	103	107	93
786-0	102	101	101	103	86
